# miR122 inh: inhibitors of miR-122 in Huh7 cells | Huh7 miR-122 Renilla luciferase sensor, 48 h; neutral wells = 0, positive control = 100 | activation (reporter increase), % at 12.5 µM | actives 0.3% (n = 340,000) | AID 602342;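 active means mean replicate activation score at least 90 and every replicate individually at or above 90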;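 further: higher luciferase means less miR-122 activity so hits act as miR-122 inhibitors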
# SIRT5 inh: inhibitors of human sirtuin-5 desuccinylase | Q9NXA8 | Purified SirT5, succinyl-peptide AMC, trypsin-coupled fluorescence | inhibition, % at 15 µM | actives 1.1% (n = 330,000) | AID 652115; in the data active means inhibition above about 15%
# F508del corr: CFTR F508del correction in bronchial cells; CFBE cells, YFP halide quenching; stimulated with forskolin plus potentiator P3; % fluorescence drop versus neutral controls; activity (quench increase), % at 7.58 µM; actives 0.36% (n = 350,000); AID 720511;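 active means mean added fluorescence quench of at least 8% versus neutral control, with both replicates also reaching 8%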;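 further: cells transiently co-express mutant CFTR-F508del with the halide-sensitive YFP; corrector assay measuring rescue of mutant channel to the surface after 24 h compound exposure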
# Casp6 inh: blocks human caspase-6 cleavage activity; P55212; purified caspase-6, Z-VEID-R110 cleavage fluorescence; inhibition, % at 12.5 µM; actives 0.53% (n = 350,000); AID 686996;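 active means mean inhibition across replicates at least about 35%, with every replicate also reaching that limit, limit read from the data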;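 further: 0% = median of neutral control wells and 100% = no fluorescence left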
# ERAP1 HTS inh: inhibitors of human ERAP1 aminopeptidase; recombinant ERAP1, Leu-AMC fluorescence, 60 min; actives 0.15% (n = 340,000); inhibition, % at 10.7 µM; Q9NZ08;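 active means mean replicate inhibition of at least 30%, or all replicates individually reaching that 30% level; inactive means mean below 30% and not every replicate reaching it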;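 further: 0% = neutral control wells and 100% = L-leucinethiol positive control wells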
# Target sequence (Q9NZ08 whole entry, looked up): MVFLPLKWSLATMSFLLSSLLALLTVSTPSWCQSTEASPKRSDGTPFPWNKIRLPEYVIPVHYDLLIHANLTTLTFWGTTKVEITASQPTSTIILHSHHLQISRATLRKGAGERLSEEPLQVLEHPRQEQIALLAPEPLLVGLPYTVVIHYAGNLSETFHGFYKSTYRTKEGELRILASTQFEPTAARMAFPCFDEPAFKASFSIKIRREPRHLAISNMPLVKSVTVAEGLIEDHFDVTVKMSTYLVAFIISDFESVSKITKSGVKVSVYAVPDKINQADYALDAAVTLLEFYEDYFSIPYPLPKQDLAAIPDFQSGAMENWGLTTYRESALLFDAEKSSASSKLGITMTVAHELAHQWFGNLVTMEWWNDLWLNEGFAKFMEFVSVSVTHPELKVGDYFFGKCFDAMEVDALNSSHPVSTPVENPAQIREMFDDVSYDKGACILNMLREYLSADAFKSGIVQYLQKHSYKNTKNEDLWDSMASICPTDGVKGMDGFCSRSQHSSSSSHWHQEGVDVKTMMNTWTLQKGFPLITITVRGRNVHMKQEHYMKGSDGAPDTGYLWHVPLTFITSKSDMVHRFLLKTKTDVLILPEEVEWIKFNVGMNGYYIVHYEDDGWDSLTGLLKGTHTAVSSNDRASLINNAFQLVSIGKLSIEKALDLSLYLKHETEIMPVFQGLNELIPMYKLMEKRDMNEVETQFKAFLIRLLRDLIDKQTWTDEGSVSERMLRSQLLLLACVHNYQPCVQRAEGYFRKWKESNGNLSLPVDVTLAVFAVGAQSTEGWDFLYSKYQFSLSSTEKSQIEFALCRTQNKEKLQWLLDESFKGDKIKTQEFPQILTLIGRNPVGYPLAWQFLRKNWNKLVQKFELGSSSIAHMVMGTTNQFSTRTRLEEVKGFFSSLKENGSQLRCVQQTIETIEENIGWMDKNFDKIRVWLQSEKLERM
# DENV2 CPE: DENV2-induced cell death inhibition | DENV2-infected cells, cytopathic effect rescue, plate reader | CPE inhibition, % at 9.99 µM | actives 1.7% (n = 350,000) | AID 651640; in the data active means CPE inhibition above about 20%, passing the limit was not always enough; tested in BHK-21 cells;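 further: 0% = median of neutral control wells and 100% = median of positive control wells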
# ERp5 inh: blocks human ERp5 reductase activity on insulin | Q15084 | ERp5 insulin aggregation, absorbance 650 nm, 90 min | inhibition, % at 9.99 µM | actives 0.05% (n = 350,000) | AID 651711;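 active means mean replicate inhibition above about 25%, with every replicate also reaching it, limit read from the data, passing the limit was not always enough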
# * = called active by the depositor; / = no result given; & = joins results of further samples; [ ] = dose if it differs, or a comment. The order is random; any-hit rate near 4%.
# Below each SMILES: miR122 inh, SIRT5 inh, F508del corr, Casp6 inh, ERAP1 HTS inh, DENV2 CPE, ERp5 inh
- Cc1ccn2cc(C(=O)N3CCN(c4cnn(-c5ccccc5)c(=O)c4Cl)CC3)nc2c1
    -20, -2, -1.6, 4, 1, 8, -5
- CC1CC(C)CN(C(=O)c2ccc(C#N)cc2)C1 (stereo not given)
    /, 5, -1.7, -1, -6, 6, 2
- Cc1cc(S(=O)(=O)c2ccc([N+](=O)[O-])cn2)ccc1Br
    /, 5, 1.7, -2, /, -1, 3
- COc1cc(NC(=O)c2onc(C)c2Cl)cc(OC)c1OC
    -1, -5, 2.0, -1, -2, -6, 2
- Cc1ccc(S(=O)(=O)N2CCCC2)cc1C(=O)Nc1ccc(-n2cnnn2)cc1
    /, -6, 3.1, 2, -6, -4, -7
- O=C(N/N=C\C=C\c1ccc([N+](=O)[O-])o1)c1cccs1
    14, -13, 1.1, 56*, 1, 6, 5
- C[C@@H]1CN([C@H](C)CO)C(=O)c2cc(NC(=O)NC3CCCCC3)ccc2O[C@@H](C)CCCCO[C@H]1CN(C)C(=O)C1CCCCC1
    3[16.7 µM], 7, -3.5, 5, 1, -2, 0
- CN(C)N=Nc1ccc(-c2cn(Cc3ccccc3)cn2)cc1
    /, -5, -0.4, -3, 2, 2, 3
- COCCNC(=O)C[C@H]1C[C@H]2c3cc(NC(=O)C4CCOCC4)ccc3O[C@H]2[C@H](CO)O1
    -1[16.7 µM], 2, -3.6, -1, 1, -10, -2
- CC(C)(C)[S@](=O)N1Cc2cc(C(=O)NCc3ccc4c(c3)OCO4)nc(-c3cccc(-c4cccnc4)c3)c2[C@@H]1CCO
    /, -23, -0.5, 1, 0, -5, -1
- CS(=O)(=O)N1CCCCN2[C@H](CO)[C@@H](c3ccc(C4=CCCC4)cc3)[C@H]2C1
    11[16.7 µM], /, 1.6, /, /, 0, /
- CN(C)C(=O)c1cccc(-c2cccc(-c3nc(C(=O)NC4CCCCC4)cc4c3[C@@H](CCO)N([S@](=O)C(C)(C)C)C4)c2)c1
    /, 5, -4.3, 6, -5, -4, -1
- CCOC(=O)C1CCCN(S(=O)(=O)c2cc(Br)cc3c2N(C(C)=O)CC3)C1 (stereo not given)
    0, -2, 0.7, 4, -4, 3, 2
- CC(=O)Nc1ccc(NC(=O)COc2cc(C)cc3oc(=O)cc(C)c23)cc1
    -10, -4, 0.1, 3, -3, 2, -1
- C[C@@H]1CN([C@H](C)CO)C(=O)c2cccc(NC(=O)C3CC3)c2O[C@H]1CN(C)CC1CC1
    5[16.7 µM], -6, 1.2, 4, -1, 13, 1
- O=C(Nc1cccc(NC(=O)c2ccc([N+](=O)[O-])o2)c1)c1ccco1
    18, -4, -8.4, 7, 2, 2, -1
- CC(C)c1ccc(S(=O)(=O)N2CCN(C(=O)CN3C(=O)NC4(CCCCC4)C3=O)CC2)cc1
    /, -2, -1.7, -1, 4, 0, 3
- O=C(Nc1ccc(NC(=O)c2ccco2)nc1)c1cccc(F)c1
    -3, -4, 1.2, 0, -7, 2, 2
- Cc1cc(C)cc(NC(=O)N2CCCCCCC2)c1
    33, -1, 0.4, 1, 12, 1, 1
- Cn1nnnc1NCc1ccccc1F
    -1, -3, -2.6, -2, -2, 0, 3
- COc1ccc(C(=O)C[n+]2ccc(N(C)C)cc2)cc1
    /, /, 0.5, -8, /, -1, 3
- C[C@@H]1CN([C@H](C)CO)C(=O)c2cc(C#Cc3ccccn3)cnc2O[C@H]1CN(C)Cc1cccnc1
    -4[16.7 µM], 3, 0.6, 1, -1, -3, 2
- CO[C@H]1CN(C)C(=O)c2cc(NC(=O)CC(F)(F)F)ccc2OC[C@@H](C)N(C(C)=O)C[C@H]1C
    /, -2, -0.7, 18, 0, 19, -5
- O=C(C[C@@H]1CC[C@@H]2[C@H](COC[C@@H](O)CN2C(=O)c2cnccn2)O1)NCc1ccc(Cl)cc1
    -2[16.7 µM], -2, 0.6, -3, 3, 12, -1
- O=C(Cn1cnc2c(OCc3ccccc3)ncnc21)NCc1ccc2[nH]ccc2c1
    -1, -3, -3.6, -2, -4, -4, 5
- CC(=O)N1c2ccc(S(=O)(=O)N3CCC(C(=O)NC4CCC(C)CC4)CC3)cc2CC1C (stereo not given)
    0, -1, 0.7, 5, -2, 2, 1
- COc1ccc(C(=O)c2[nH]c(N)c(C(N)=O)c2-c2ccc(OC)c(OC)c2)cc1
    /, 5, 0.5, 1, -7, 5, 4
- COc1ccc(Cl)cc1NS(=O)(=O)c1c(C)[nH]c(C)c1C(=O)N1CCCCC1
    /, 5, 0.8, 2, 1, -6, -5
- CC(=NNS(=O)(=O)c1ccc(C)cc1)c1ccccc1
    6, -2, -0.7, -3, 5, -7, 1
- COc1cc(/C=C2\C(=N)N3N=C(C)SC3=NC2=O)cc(Cl)c1OCCOc1ccc(NC(C)=O)cc1
    -12, 0, -1.6, 2, 0, 4, 1
- N#Cc1cccc(-c2ccc([C@@H]3[C@@H](CO)N4CCCCN(S(=O)(=O)c5ccccc5)C[C@@H]34)cc2)c1
    -13[16.7 µM], 8, 4.6, /, /, -2, -5
- CC(=O)Nc1ccc(C(=O)OCC(=O)N2CCC(Cc3ccccc3)CC2)cc1
    1, 1, 2.2, -6, -3, -9, 1
- CCN1C(=O)[C@H]2[C@@H](c3ccc(Cl)cc3)N3C(=O)CN(CCOC)C(=O)[C@@]3(Cc3ccccc3)[C@H]2C1=O
    -9, 5, -1.9, -1, -6, -21, 3
- Cc1cccc(C)c1NC(=O)CN(C)C(=O)CN1C(=O)NC(C)(C)C1=O
    -7, -2, -0.5, 1, 24, -9, 10
- COc1ccccc1NC(=O)N(C)C[C@H]1Oc2ncc(C#CCC(C)C)cc2C(=O)N([C@H](C)CO)C[C@H]1C
    -1[16.7 µM], 3, -1.1, 2, 3, -4, -3
- CCN(CC)S(=O)(=O)c1ccc(C(=O)Nc2nnc(CSC)o2)cc1
    /, -7, /, 0, 7, 1, -2
- CNC[C@H]1Oc2ccc(NC(=O)Nc3ccc(C(F)(F)F)cc3)cc2C(=O)N([C@@H](C)CO)C[C@H]1C
    0[16.7 µM], -1, -0.8, 2, 0, -5, -4
- NC(=O)C1CCCN(C(=O)c2ccc(Cl)c(S(=O)(=O)N3CCc4ccccc43)c2)C1 (stereo not given)
    4, -1, -2.3, -1, -2, -3, -3
- CCOC(=O)C1=CCN(S(=O)(=O)c2ccc(C)cc2)C1c1ccc(C(C)C)cc1 (stereo not given)
    2, 0, -0.1, 4, -3, 0, 0
- C[C@@H](NC(=O)C[C@H]1C[C@@H]2c3cc(NC(=O)C4CCOCC4)ccc3O[C@@H]2[C@@H](CO)O1)c1ccccc1
    1[16.7 µM], -1, 2.3, 3, -5, 8, -4
- CN(C)C(=O)c1cccc(-c2ccc3c(c2)[C@@H]2[C@@H](CCN2C(=O)C2CC2)[C@@H](CO)N3)c1
    8[16.7 µM], 0, -1.7, 0, 0, 6, 4
- COc1ccc(-c2ccc3c(c2)O[C@@H](CN(C)C(=O)c2ccccc2F)[C@@H](C)CN([C@@H](C)CO)S3(=O)=O)cc1
    5, 0&2&3, 2.4&4.2&3.5, 2&-1&-2, 5&6, 2&7&12, -11&-2&-2
- COCC#Cc1ccc2c(c1)O[C@@H](CN(C)Cc1cccnc1)[C@@H](C)CN([C@H](C)CO)S2(=O)=O
    -5[16.7 µM], -2, /, 1, 1, -1, -8
- O=C(c1cccnc1)N1CCCCN2[C@H](CO)[C@@H](c3ccc(C#Cc4ccccn4)cc3)[C@H]2C1
    0[16.7 µM], 2, -0.5, 1, -1, 20*, -1
- O=C(NCc1ccc(/C=N\NC(=O)C(=O)Nc2ccccc2Br)o1)C(=O)Nc1ccccc1
    -5, -2, 2.9, 1, 3, 7, -2
- CCCCn1c(N)c(N(CC(C)C)C(=O)C2CC(=O)N(c3ccccc3C(C)CC)C2)c(=O)[nH]c1=O (stereo not given)
    -6, -5, -3.3, 1, 1, -7, -1
- O=C(c1ccccc1)N1C[C@H]2[C@@H](c3ccccc31)[C@H](CO)N2S(=O)(=O)c1ccccc1
    18[16.7 µM], -1, -0.6, 3, 2, 14, -7
- CCOc1ccc(N(CC(=O)Nc2nccs2)S(=O)(=O)c2c(C)[nH]c(=O)[nH]c2=O)cc1
    /, 2, 1.0, -2, 0, -1, 0
- O=C(Nc1ccc(NC(=O)c2ccco2)nc1)c1ccco1
    /, -3, 0.9, 2, 4, -2, 1
- COC(=O)c1scc(S(=O)(=O)c2ccccc2)c1N
    -2, -1, 2.3, 0, 5, 4, 1

# The results go on.
# Below each SMILES: miR122 inh, SIRT5 inh, F508del corr, Casp6 inh, ERAP1 HTS inh, DENV2 CPE, ERp5 inh
- C=CCc1cc(Cl)ccc1OCCOCCN(C)C
    /, -1, 1.9, -1, 2, -3, 1
- COCC(=O)Nc1ccc2c(c1)C(=O)N(C)[C@H]1CC[C@@H](CC(=O)NCc3ccccc3Cl)O[C@H]1CO2
    12[16.7 µM], /, -1.2, /, /, -4, /
- O=C1CN(S(=O)(=O)Cc2ccccc2)C[C@@H]2[C@H](c3ccc(C#CC4CC4)cc3)[C@@H](CO)N12
    /, 0, 3.3, -2, 0, 1, -5
- C[C@@H]1CCCCO[C@H](CN(C)Cc2ccncc2)[C@H](C)CN([C@H](C)CO)C(=O)c2cc(NC(=O)Nc3ccc(F)cc3)ccc2O1
    -13[16.7 µM], /, 0.0, /, /, -3, /
- COc1ccc2c3c(n(C)c2c1)[C@H](CO)N(CC1CCCC1)CC31CN(C(C)=O)C1
    /, -1, 1.4, -3, 1, -7, -7
- Cc1ccccc1NC(=O)CSc1nc2ncc(Cl)cc2[nH]1
    -1, -2, 1.4, -2, 0, 4, 0
- C[C@@H]1CN([C@H](C)CO)C(=O)c2cc(NS(=O)(=O)c3ccccc3)ccc2O[C@@H](C)CCCCO[C@H]1CN(C)Cc1ccc(C(F)(F)F)cc1
    -9[16.7 µM], 19*, -3.3, -1, -2, -8, 3
- Cc1cc(NC(=O)c2ccc(-c3ccccc3F)o2)no1
    /, 2, -2.6, 0, 2, /, 7
- COc1cc(/C=N/N2CCN(Cc3ccc(C)cc3)CC2)cc(OC)c1O
    -5, 3, -0.6, 2, 0, 1, 4

# Exported as comma-separated lines: part of the list above.
Structure,miR122 inh,SIRT5 inh,F508del corr,Casp6 inh,ERAP1 HTS inh,DENV2 CPE,ERp5 inh
O=C(Cn1cnc2c(OCc3ccccc3)ncnc21)NCc1ccc2[nH]ccc2c1,-1,-3,-3.6,-2,-4,-4,5
COc1cc(NC(=O)c2onc(C)c2Cl)cc(OC)c1OC,-1,-5,2.0,-1,-2,-6,2

# Molecules from the list above that have an aryl methoxy group:
# Below each SMILES: miR122 inh, SIRT5 inh, F508del corr, Casp6 inh, ERAP1 HTS inh, DENV2 CPE, ERp5 inh
- COc1cc(NC(=O)c2onc(C)c2Cl)cc(OC)c1OC
    -1, -5, 2.0, -1, -2, -6, 2
- COc1ccc(C(=O)C[n+]2ccc(N(C)C)cc2)cc1
    /, /, 0.5, -8, /, -1, 3
- COc1ccc(C(=O)c2[nH]c(N)c(C(N)=O)c2-c2ccc(OC)c(OC)c2)cc1
    /, 5, 0.5, 1, -7, 5, 4
- COc1ccc(Cl)cc1NS(=O)(=O)c1c(C)[nH]c(C)c1C(=O)N1CCCCC1
    /, 5, 0.8, 2, 1, -6, -5
- COc1cc(/C=C2\C(=N)N3N=C(C)SC3=NC2=O)cc(Cl)c1OCCOc1ccc(NC(C)=O)cc1
    -12, 0, -1.6, 2, 0, 4, 1
- COc1ccccc1NC(=O)N(C)C[C@H]1Oc2ncc(C#CCC(C)C)cc2C(=O)N([C@H](C)CO)C[C@H]1C
    -1[16.7 µM], 3, -1.1, 2, 3, -4, -3
- COc1ccc(-c2ccc3c(c2)O[C@@H](CN(C)C(=O)c2ccccc2F)[C@@H](C)CN([C@@H](C)CO)S3(=O)=O)cc1
    5, 0&2&3, 2.4&4.2&3.5, 2&-1&-2, 5&6, 2&7&12, -11&-2&-2
- COc1ccc2c3c(n(C)c2c1)[C@H](CO)N(CC1CCCC1)CC31CN(C(C)=O)C1
    /, -1, 1.4, -3, 1, -7, -7
- COc1cc(/C=N/N2CCN(Cc3ccc(C)cc3)CC2)cc(OC)c1O
    -5, 3, -0.6, 2, 0, 1, 4

# Screening data deposited in PubChem BioAssay by Broad Institute.
